MITF primary – blocks human microphthalmia-associated transcription factor; O75030; 650,000 compounds, 0.91% hits; AlphaScreen MITF homodimerization, bead proximity signal; inhibition, % at 2.6 µM; in the data active = inhibition above about 50%;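 note: 0% = vehicle wells with protein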
Target sequence (O75030 whole entry, looked up): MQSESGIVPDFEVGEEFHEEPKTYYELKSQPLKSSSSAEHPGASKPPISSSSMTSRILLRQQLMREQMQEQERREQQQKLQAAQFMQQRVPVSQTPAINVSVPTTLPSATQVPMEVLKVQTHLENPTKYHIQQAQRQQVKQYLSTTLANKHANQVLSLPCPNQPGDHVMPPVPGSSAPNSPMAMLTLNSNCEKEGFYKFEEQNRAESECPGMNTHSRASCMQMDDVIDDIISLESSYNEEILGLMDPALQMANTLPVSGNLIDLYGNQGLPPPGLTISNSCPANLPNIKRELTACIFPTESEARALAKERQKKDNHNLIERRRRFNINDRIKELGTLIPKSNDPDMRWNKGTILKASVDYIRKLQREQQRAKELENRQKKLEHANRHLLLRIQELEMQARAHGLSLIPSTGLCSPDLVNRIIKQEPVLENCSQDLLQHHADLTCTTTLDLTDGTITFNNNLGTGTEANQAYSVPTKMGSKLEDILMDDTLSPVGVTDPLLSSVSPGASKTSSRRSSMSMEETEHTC
GPR151 ag – activates the human receptor GPR151. AID 1508602. PathHunter beta-arrestin GPR151 cells, luminescence. activation, % at 11.2 µM. Q8TDV0. 650,000 compounds, 1% hits; in the data active = activation above about 4.9%;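 note: 0% = median of compound wells and 100% = cells with positive control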
Target sequence (Q8TDV0 whole entry, looked up): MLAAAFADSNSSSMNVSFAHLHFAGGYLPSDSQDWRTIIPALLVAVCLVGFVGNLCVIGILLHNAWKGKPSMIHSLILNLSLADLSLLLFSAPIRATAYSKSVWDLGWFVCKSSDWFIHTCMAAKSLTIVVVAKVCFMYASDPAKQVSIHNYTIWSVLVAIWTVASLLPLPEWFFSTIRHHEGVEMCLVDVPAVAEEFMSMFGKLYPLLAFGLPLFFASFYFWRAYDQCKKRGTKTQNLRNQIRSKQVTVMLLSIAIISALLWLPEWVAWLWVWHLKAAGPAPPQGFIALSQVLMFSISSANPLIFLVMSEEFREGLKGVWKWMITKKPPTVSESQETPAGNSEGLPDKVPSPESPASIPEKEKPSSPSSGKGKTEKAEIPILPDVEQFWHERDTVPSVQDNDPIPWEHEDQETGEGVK
FBW7 activator – activators of human E3 ligase FBW7. Q969H0. AlphaScreen FBW7–phospho-cyclin E peptide binding, activator screen. normalized activity (activation), % at 26.1 µM. 650,000 compounds, 0.13% hits. AID 1259310; in the data active = normalized activity above about 1.9%;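 note: purified mutant Fbw7 with reduced substrate affinity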
TEAD-YAP inh – TEAD-YAP interaction inhibition | inhibition, % at 9.12 µM | HEK-TIYL cells, TEAD-Gal4/YAP UAS-luciferase luminescence | AID 1259422 | 640,000 compounds, 1.4% hits; in the data active = inhibition above about 32%;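 note: 0% = median of test compound wells and 100% = reference inhibitor wells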
The depositor's hits bear a star. Not a hit list; about 3.4% have a hit in one of these screens.

Short keys: A = MITF primary; B = GPR151 ag; C = FBW7 activator; D = TEAD-YAP inh
> COc1ccc(-c2cc(C(C)=O)c(C)n2CCC(=O)Nc2ccc(OC)cc2OC)cc1
  A: 8.0	B: -0.4	C: 0.0	D: -2.0

> COc1ccc(-c2nc(Nc3ccc(NC(C)=O)cc3)c3ncn(-c4ccccc4)c3n2)cn1
  A: 10.5	B: 1.0	C: 0.1	D: 16.8

> CCc1cccc(C)c1NC(=O)C1CCN(c2nc(C)cc(C)n2)CC1
  A: 26.8	B: -1.7	C: 0.6	D: 0.6

> Cc1cc([N+](=O)[O-])ccc1NCc1cccc([N+](=O)[O-])c1
  A: -2.6	B: 2.4	C: 0.5	D: 10.4

> CN(CC(=O)N1CCCCC1)S(=O)(=O)c1cnc[nH]1
  A: 6.4	B: -0.4	C: 0.1	D: -14.5

> CCOc1ccc(NC(=O)Nc2nc(SC)ns2)cc1
  A: 12.8	B: -0.9	C: -0.1	D: -19.0

> COc1ccc(SCCC(=O)Nc2ccc3sc(C)nc3c2)cc1
  A: 7.8	B: 6.2*	C: -0.7	D: -9.1

> Cc1ccc(C)c(-c2cn(-c3ccccc3)c(=S)[nH]2)c1
  A: 8.7	B: 1.2	C: 0.0	D: 18.0

> CCOC(=O)C1=C(C)OC(N)=C(C#N)C1c1ccc(F)c(Br)c1 (stereo not given)
  A: 27.1	B: 9.6*	C: 0.8	D: 3.0

> Cc1ccc(-c2noc(CNC(=O)N3CCOCC3)n2)cc1
  A: 5.7	B: -1.0	C: 0.1	D: 3.2

Rewritten with bars between the fields: part of the list above.
mol | MITF primary | GPR151 ag | FBW7 activator | TEAD-YAP inh
Cc1cc([N+](=O)[O-])ccc1NCc1cccc([N+](=O)[O-])c1 | -2.6 | 2.4 | 0.5 | 10.4
CN(CC(=O)N1CCCCC1)S(=O)(=O)c1cnc[nH]1 | 6.4 | -0.4 | 0.1 | -14.5
CCOc1ccc(NC(=O)Nc2nc(SC)ns2)cc1 | 12.8 | -0.9 | -0.1 | -19.0
COc1ccc(SCCC(=O)Nc2ccc3sc(C)nc3c2)cc1 | 7.8 | 6.2* | -0.7 | -9.1
Cc1ccc(C)c(-c2cn(-c3ccccc3)c(=S)[nH]2)c1 | 8.7 | 1.2 | 0.0 | 18.0
CCOC(=O)C1=C(C)OC(N)=C(C#N)C1c1ccc(F)c(Br)c1 (stereo not given) | 27.1 | 9.6* | 0.8 | 3.0
Cc1ccc(-c2noc(CNC(=O)N3CCOCC3)n2)cc1 | 5.7 | -1.0 | 0.1 | 3.2

Additional entries:
Short keys: A = MITF primary; B = GPR151 ag; C = FBW7 activator; D = TEAD-YAP inh
> CCOC(=O)NCC1CCC(c2nc3ccccc3n2C)CC1 (stereo not given)
  A: 14.7	B: -0.2	C: 0.2	D: 12.2

> N#C/C(=C\c1ccccc1OCc1ccc(C(=O)O)cc1)C(=O)NCc1ccco1
  A: -5.4	B: -0.8	C: -0.2	D: -0.4

> CC(CCC(=O)O)[C@H]1CCC2C3CC[C@@H]4CCCC[C@]4(C)C3CC[C@@]21C (stereo not given in full)
  A: -3.1	B: 0.1	C: -0.1	D: -14.4

> O=C(c1cccnc1)C1CCCN(c2nc3nonc3nc2N2CCCC2)C1 (stereo not given)
  A: 1.6	B: 1.1	C: -0.2	D: 4.7

> CC(C)(C)NC(=O)c1ccccc1NS(C)(=O)=O
  A: -10.3	B: -1.7	C: 0.7	D: 11.8

> CCCc1cc(C(=O)Nc2ccc(Br)cc2)no1
  A: 4.2	B: -1.0	C: 0.6	D: -55.2

> Cc1cc(C)n(-c2ccc(NC(=O)C3CCN(Cc4ccc(C)s4)CC3)cc2)n1
  A: 3.6	B: 1.9	C: 0.0	D: 0.9

> CCN(CC)Cc1c(C(=O)N/N=C/c2ccccc2Cl)nnn1-c1nonc1N
  A: -2.2	B: 0.0	C: 0.0	D: -12.9

> CN1C(=O)/C(=C/c2c(N3CCCCC3)nc3ccccn3c2=O)SC1=S
  A: 15.6	B: 0.3	C: 0.2	D: -1.5

> COc1ccc(CN2C(=O)CC(C(=O)Nc3ccc(OC)cc3)SC2=Nc2ccccc2)cc1 (stereo not given)
  A: 2.8	B: 0.7	C: 0.1	D: -1.0

> O=C(CSc1nc2ccccc2c(=O)n1CCC1=CCCCC1)c1ccccc1
  A: 13.8	B: -1.6	C: 0.7	D: 6.0

> CC(C)N(CC(N)=O)C(=O)Cc1coc2cc3c(cc12)CCC3
  A: 8.0	B: 0.9	C: 0.3	D: 1.0

> CCC(CC)C(=O)NCc1ccc2c(c1)cc(C)n2C
  A: -10.3	B: -0.4	C: 0.0	D: 1.2

> CC1(C)CC(C(=O)N2CCC[C@@H]3CN(C(=O)CCc4ccccc4)CC[C@H]32)CCO1 (stereo not given in full)
  A: -3.7	B: -0.8	C: 0.4	D: -1.8

> CC(O)CSc1nc2c(c(=O)n(C)c(=O)n2C)n1Cc1ccc(Cl)cc1 (stereo not given)
  A: 15.1	B: -0.5	C: 0.1	D: 1.1

> CC1(C)C(=O)NCCN1C(=O)CSc1nccc(-c2ccc(F)cc2)n1
  A: 4.8	B: 1.6	C: 0.1	D: 12.6

> CC(C)NC(=O)CCC1(Cc2ccc3ccccc3c2)CCC(=O)N1 (stereo not given)
  A: 3.7	B: 0.2	C: -0.2	D: 1.1

> O=C(O)c1ccc(Oc2cc(Oc3ccc(C(=O)O)cc3)cc([N+](=O)[O-])c2)cc1
  A: 4.3	B: -0.6	C: -0.4	D: 10.2

> CCCN1CCC(N2C[C@@H](NCc3ccc(F)cc3F)C[C@H]2C(=O)NC(C)C)CC1
  A: 19.0	B: -1.5	C: 1.0	D: -8.3

> COCCNC(=O)c1ccc(-n2c(SCC(=O)c3ccccc3)nc3ccccc3c2=O)cc1
  A: -3.4	B: 1.8	C: 0.0	D: 2.7

> O=C(O)Cc1ccc(NC(=O)C2CCCO2)cc1 (stereo not given)
  A: 12.5	B: -0.8	C: 0.2	D: -5.3

> NC(=O)N/N=C/c1ccc(-c2ccc([N+](=O)[O-])cc2)o1
  A: 22.1	B: -1.7	C: 0.2	D: -3.3

> O=C(Nc1cccc(Br)c1)c1ccccc1NS(=O)(=O)c1ccccc1
  A: 3.3	B: 4.5	C: -0.1	D: 8.5

> COc1cc(NC(=S)N2CCC(O)CC2)cc(OC)c1
  A: -2.5	B: 0.8	C: -0.2	D: -2.5

> O=C(NC(=S)Nc1ccc(F)cc1)c1ccccc1[N+](=O)[O-]
  A: 19.8	B: 1.2	C: 0.8	D: -17.9

> CCOC(=O)c1c(C)oc2cc(Cl)c(O)c(CN(C)C)c12
  A: 6.7	B: -1.8	C: 0.0	D: 4.4

> Cc1ccc(CNC(=O)c2ccc(CNS(=O)(=O)c3ccc(C)cc3)cc2)cc1
  A: -5.5	B: 0.7	C: 0.7	D: -1.1

> COc1cc(C2Nc3cccc4cccc(c34)N2)cc(I)c1O
  A: 6.3	B: -0.3	C: -0.2	D: -5.5

> CCCN(C(=O)Cc1nc(-c2ccc(OC)cc2)no1)c1ccccc1C
  A: -0.3	B: 4.5	C: 0.0	D: 1.3

> Cc1cc(C(=O)Nc2sc3c(c2C#N)CCC(C(C)(C)C)C3)no1 (stereo not given)
  A: 6.8	B: 0.9	C: 0.8	D: -2.4

> O=C(c1cc(-c2cccs2)on1)N1CCN(c2ccccc2)CC1
  A: 2.6	B: 1.2	C: 0.1	D: 1.6

> Cc1nn(C)c(C)c1CN(Cc1ccc(OCC(O)CN2CCCCC2)cc1)C1CC1 (stereo not given)
  A: -7.4	B: -0.9	C: -0.1	D: 7.9

> Nc1c(C=O)ccc2c1C(=O)c1ccccc1C2=O
  A: 31.8	B: 0.4	C: 0.2	D: 0.7

> O=C(CCn1c(SCc2ccc([N+](=O)[O-])cc2)nc2cc3c(cc2c1=O)OCO3)NCc1ccc2c(c1)OCO2
  A: -3.8	B: 1.3	C: 0.0	D: -1.2

> CC(=O)OC(OC(C)=O)C12C=CC(O1)C1C(=O)N(c3ccccc3[N+](=O)[O-])C(=O)C12 (stereo not given)
  A: -5.6	B: 1.1	C: -0.1	D: 2.5

> COc1ccc(/C=C/C(=O)OCC(=O)c2ccc(OC)cc2OC)c(OC)c1
  A: 20.4	B: 0.0	C: 0.1	D: 10.7

> CC1CCCCN1Cc1nc2ccccc2c(=O)[nH]1 (stereo not given)
  A: 1.5	B: 0.9	C: 0.2	D: -6.2

> CC(=O)Nc1ccc(C(=O)N2CCC[C@@H]3CN(C(=O)c4cccc(F)c4)CC[C@@H]32)cc1
  A: -8.6	B: 0.0	C: 0.1	D: -1.3

> CCOC(=O)C1=CN(c2ccc(F)cc2)C=C(C(=O)OCC)C1c1cccc(F)c1
  A: 3.8	B: 0.2	C: -0.1	D: 11.9

> Nc1ncccc1C(=O)OCC(=O)Nc1cc(Cl)ccc1Cl
  A: 7.7	B: 1.2	C: 0.0	D: 9.7

> O=C(NCCCN1CCOCC1)c1ccc(-n2ncc3cc(Nc4ccccc4Cl)ccc32)cc1F
  A: -14.3	B: 0.2	C: 0.0	D: -9.8

> Cc1nc2c(o1)N(c1cccnc1)C(N)=C(C#N)C2c1ccccc1 (stereo not given)
  A: 13.2	B: -0.6	C: -0.3	D: -3.5

> O=C(CC1C(=O)NCCN1C/C=C/c1ccccc1)NCCC1=CCCCC1 (stereo not given)
  A: -1.4	B: -0.1	C: 0.1	D: -8.8

> CCCCc1ccc(NC(=O)Cn2cc(OC)c(=O)cc2CSc2nc(C)cc(C)n2)cc1
  A: 0.0	B: -1.4	C: 0.1	D: -5.9

> NC(=O)C1CCN(S(=O)(=O)c2ccc(Cl)cc2C(F)(F)F)CC1
  A: -2.6	B: 1.8	C: -0.1	D: -8.8

> CCNC(=S)N1CCN(c2ncccn2)CC1
  A: 3.6	B: 0.2	C: 0.1	D: -2.6

> Cn1c(=O)c2[nH]c(=S)[nH]c2n(C)c1=O
  A: 10.2	B: 0.1	C: 0.4	D: -2.6

> O=C(Nn1cnnc1)C1CCCN1S(=O)(=O)c1ccc(F)cc1 (stereo not given)
  A: -4.0	B: 0.7	C: 0.0	D: 8.0

> CC(C)(C)NS(=O)(=O)c1cccc(S(=O)(=O)c2cccc(S(=O)(=O)NC(C)(C)C)c2)c1
  A: -5.6	B: 0.1	C: -0.2	D: 4.8

> CCn1c(C)nc2cc(C(=O)N/N=C(\C)c3ccc4c(c3)OCO4)ccc21
  A: 1.9	B: -0.2	C: -0.2	D: -18.6

Next compounds
Short keys: A = MITF primary; B = GPR151 ag; C = FBW7 activator; D = TEAD-YAP inh
> N#Cc1c(NC(=O)CN2CCCCC2)sc2c1CCCC2
  A: 11.5	B: -0.1	C: -0.2	D: -1.5

> CN(C)CCNc1nc(-c2ccc(C(C)(C)C)cc2)nc2ccccc12
  A: 9.3	B: -0.8	C: 0.3	D: 37.1*

> Cc1ccc(Nc2nc3ccccc3nc2Nc2ccc(C)c(C)c2)cc1C
  A: 0.0	B: -0.2	C: 0.1	D: 1.4

> COc1ccc(C(c2nnnn2Cc2ccccc2)N2CCN(C)CC2)cc1 (stereo not given)
  A: 9.9	B: -0.3	C: 0.0	D: 10.1

> COC(=O)CNc1nc(-c2ccncc2)nc2ccccc12
  A: -5.1	B: -1.1	C: -0.1	D: -9.8

> CCc1ccccc1NC(=O)C(=O)NCc1ccccc1Cl
  A: 5.1	B: -0.4	C: -0.1	D: -1.1

> CCCn1c(=S)[nH]c2cc(C(=O)N3CCN(C4CCCCC4)CC3)ccc2c1=O
  A: -14.6	B: 1.4	C: -0.1	D: 3.2

> CCOCCCNC(=O)CN1C(=O)[C@H]2CCCN2C(=O)c2ccccc21
  A: 1.3	B: 0.2	C: -0.1	D: 6.5

> Cc1cc(C(=O)N2CCOCC2)nn1CC(=O)N1CCN(c2cccc(Cl)c2)CC1
  A: -4.0	B: 4.5	C: -0.1	D: 12.8

> CNC(=O)/C(=C/c1ccc2c(c1)OCO2)NC(=O)c1ccc(C)cc1
  A: 5.6	B: 4.7	C: -0.4	D: -6.2

> O=C(O)c1ccc(NS(=O)(=O)c2cccc(S(=O)(=O)c3ccc(Cl)cc3)c2)cc1
  A: -10.0	B: -0.9	C: 0.0	D: 1.3

> COc1ccc(-c2nnc(SCc3c(Cl)cccc3Cl)o2)cc1
  A: 7.5	B: -0.7	C: 0.8	D: -71.0

> COc1ccc(/C=C2/C(=O)NC(=S)N(c3ccccc3)C2=O)cc1C(=O)O
  A: 3.8	B: 0.0	C: 0.2	D: -3.6

> CCS(=O)(=O)NCC1CC(=O)N(c2ccc(F)cc2)C1 (stereo not given)
  A: 2.4	B: 0.5	C: 0.1	D: -1.9

> Cc1cccc2nc(CSc3nnc4c(n3)[nH]c3ccccc34)cn12
  A: -12.8	B: -0.2	C: 0.1	D: 0.5

> CCn1c(SCC(=O)O)nnc1-c1cccs1
  A: 14.2	B: -2.0	C: 0.1	D: 3.5

> CSc1ccc2nc(NC(=O)c3ccc(C)cc3)sc2c1
  A: -10.7	B: 1.7	C: 0.4	D: -36.7

> CCOC(=O)C(C)Oc1ccc2c(=O)c(-c3ccc(OC(C)C)cc3)coc2c1 (stereo not given)
  A: -3.9	B: 1.3	C: -0.1	D: -0.3

> CSc1ccc(CN2CCC3(CC2)CC3C(=O)N(C)Cc2cscn2)cc1 (stereo not given)
  A: -6.5	B: -1.5	C: 0.0	D: -4.0
